# Assay outcomes deposited in PubChem BioAssay by National Center for Advancing Translational Sciences (NCATS).
# KAT2A inh: blocks human GCN5L2 histone acetyltransferase. Q92830. GCN5L2 HAT assay, ThioGlo1 CoA-SH fluorescence. Potency, µM (titrated, usually from 58.9 µM), for the others: at the top dose activity change, negative = inhibition, usual class: inhibitors. 390,000 tested, 0.21% active. AID 504327; active = well fitted inhibition curve with a large enough effect
# Target sequence (Q92830 whole entry, looked up): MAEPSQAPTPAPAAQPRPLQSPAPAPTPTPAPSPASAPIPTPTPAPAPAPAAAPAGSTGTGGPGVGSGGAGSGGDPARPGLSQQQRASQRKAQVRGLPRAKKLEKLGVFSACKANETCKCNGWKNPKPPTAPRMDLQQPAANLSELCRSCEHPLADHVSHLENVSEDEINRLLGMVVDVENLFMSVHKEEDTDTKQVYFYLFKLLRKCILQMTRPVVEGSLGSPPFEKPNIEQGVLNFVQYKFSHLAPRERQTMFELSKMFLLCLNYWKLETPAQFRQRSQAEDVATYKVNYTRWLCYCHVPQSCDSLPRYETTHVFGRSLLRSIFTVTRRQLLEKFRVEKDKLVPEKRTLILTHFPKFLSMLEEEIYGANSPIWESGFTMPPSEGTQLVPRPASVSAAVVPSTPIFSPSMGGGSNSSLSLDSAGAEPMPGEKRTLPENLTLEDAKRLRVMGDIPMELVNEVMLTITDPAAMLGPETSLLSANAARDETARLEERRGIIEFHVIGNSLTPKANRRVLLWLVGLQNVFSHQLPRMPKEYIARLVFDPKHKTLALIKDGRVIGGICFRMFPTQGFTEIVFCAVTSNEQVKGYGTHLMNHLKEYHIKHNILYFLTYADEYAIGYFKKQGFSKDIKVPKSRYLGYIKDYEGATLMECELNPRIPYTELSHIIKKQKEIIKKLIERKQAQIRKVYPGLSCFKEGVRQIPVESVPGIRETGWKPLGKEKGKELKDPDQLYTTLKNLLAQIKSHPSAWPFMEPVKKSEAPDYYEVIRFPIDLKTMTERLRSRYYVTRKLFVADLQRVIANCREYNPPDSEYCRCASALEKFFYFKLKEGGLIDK
#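 GCN5L2 (20 nM) in 50mM HEPES pH 7.5, 0.1mM EDTA, 0.01% Tween-20 preincubated 15 min with compounds at room temperature. Reaction started with H3(1-25) 75uM, acetyl-CoA 70uM, ThioGlo1 50uM; CoA-thiol fluorescence (Ex340/Em540) read at 0 and 20 min.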
# * marks the source's active call; other numbers are inactive results; & = joins results of further samples; [ ] = remark or other dose. % is set by controls: 0 for no effect and ±100 for the full control effect; potency is the fitted concentration of half-maximal effect. An excerpt; rates above refer to the full screens.
# The opening four compounds as a preview:
canonical_smiles | KAT2A inh
O=c1cc(-c2ccc(O)cc2)oc2c(-c3cc(-c4cc(=O)c5c(O)cc(O)cc5o4)ccc3O)c(O)ccc12 | -11%
OC[C@H]1NC[C@H](O)[C@@H](O)[C@@H]1O | 9%
COc1ccc(/C(O)=C2\C(=O)C(=O)N(CCCN(C)C)C2c2ccccc2F)cc1Cl (stereo unspecified) | -3%
COC(=O)c1ccccc1NC(=O)c1cc2nc(-c3ccc(OC)cc3)cc(C(F)(F)F)n2n1 | -6%

# This part in full, from the start:
canonical_smiles | KAT2A inh
O=c1cc(-c2ccc(O)cc2)oc2c(-c3cc(-c4cc(=O)c5c(O)cc(O)cc5o4)ccc3O)c(O)ccc12 | -11%
OC[C@H]1NC[C@H](O)[C@@H](O)[C@@H]1O | 9%
COc1ccc(/C(O)=C2\C(=O)C(=O)N(CCCN(C)C)C2c2ccccc2F)cc1Cl (stereo unspecified) | -3%
COC(=O)c1ccccc1NC(=O)c1cc2nc(-c3ccc(OC)cc3)cc(C(F)(F)F)n2n1 | -6%
C=CCn1c(=N)c(C(=O)OC)cc2c(=O)n3cccc(C)c3nc21 | -8%
CCOc1cc(/C=N/NC(=O)c2cc(C)[nH]n2)ccc1OC(=O)c1ccc([N+](=O)[O-])cc1 | 0%
CCCC(=O)NC(Nc1ccccc1F)C(Cl)(Cl)Cl (stereo unspecified) | 21%
O=C(OCC#CCSc1nnc(-c2cccc3ccccc23)s1)c1cccs1 | 1%
NCCCC[C@H](NC(=O)[C@@H]1CCCN1C(=O)[C@@H](N)CCCN=C(N)N)C(=O)N1CCC[C@H]1C(=O)N[C@@H](CCC(N)=O)C(=O)N[C@@H](CCC(N)=O)C(=O)N[C@@H](Cc1ccccc1)C(=O)O | -9%
CCC1SC2=NCN(c3ccccc3)CN2C1=O (stereo unspecified) | -20%
C=CCc1cccc(C=NNC(=O)CN2CCN(Cc3ccccc3)CC2)c1O | -7%
COc1ccccc1NC(=O)Nc1nnc(CC(=O)Nc2ccccc2)s1 | 4%
COc1ccc(-c2cc(C(F)(F)F)n3nc(C(=O)NCC45CC6CC(CC(C6)C4)C5)cc3n2)cc1OC | -23%
COc1ccc(C2c3c(oc4c(C)cc(C)cc4c3=O)C(=O)N2Cc2cccnc2)cc1OC (stereo unspecified) | 2%
COC(=O)c1c(NC(=O)CCCOc2ccccc2)sc2c1CCC(C)C2 (stereo unspecified) | -5%
O=C(CCS(=O)(=O)c1cc2c(cc1Cl)NC(=O)CO2)NCc1ccccc1Cl | -3%
CC1(C)[C@@H](OC(=O)CCC(=O)O)CC[C@@]2(C)[C@H]1CC[C@@]1(C)[C@H]2C(=O)C=C2[C@H]3C[C@](C)(C(=O)O)CC[C@]3(C)CC[C@@]21C | 0%[21.4 µM]
CSc1ccccc1N1CCN(CCCCCC(=O)NC2CCCc3ccccc32)CC1 (stereo unspecified) | -2%&-13%
CC(C)(C)OC(=O)NC(NC(=O)OCC1c2ccccc2-c2ccccc21)C(=O)O (stereo unspecified) | 28%
COc1cccc(CN2C(=O)C3(SCC(=O)N3c3cc(C)cc(C)c3)c3ccccc32)c1 (stereo unspecified) | -15%
O=C(/C=C/c1ccc([N+](=O)[O-])cc1)/C=C/c1ccco1 | -21%
C[C@H](NCCc1ccc(O)cc1)[C@@H](O)c1ccc(O)cc1 | 4%
CC(C)C1=CC2=CCC3C(C)(C(=O)O)CCCC3(C)C2CC1 (stereo unspecified) (tested in a mixture with another compound) | -4%
O=S(=O)(c1ccc2c(c1)OCCO2)N1C[C@@H]2C[C@H]1CN2S(=O)(=O)c1c(F)cccc1F | -3%
NC(=O)C1CCN(c2nc(-c3ccccc3-c3ccccc3)cs2)CC1 | -8%&-3%
O=C(O)C1CC=CCC1C(=O)Nc1cccc(Cl)c1Cl (stereo unspecified) | -4%
C=C1[C@@H](C)C2[C@H](Cc3ccccc3)NC(=O)[C@]23OC(=O)CC[C@H](O)CCC[C@H](C)C/C=C/[C@H]3[C@@H]1O (stereo partly specified) | -10%
Cc1cc(C)c(C#N)c(SCC(=O)Nc2ccccc2C#N)n1 | -7%
O=S(=O)(c1ccc2ccccc2c1)N1CCN(S(=O)(=O)c2c(F)cccc2F)CC1 | -2%
CCc1ccc(N2CCCn3c2nc2c3c(=O)n(CCN3CCOCC3)c(=O)n2C)cc1 | 0%
COc1ccc(C2=Nn3c(nnc3-c3ccccc3OC)SC2)cc1OC1CCCC1 | -12%
Oc1ccc(CNc2cccc(F)c2F)c2cccnc12 | -2%
O=c1[nH]c2cc([N+](=O)[O-])cc([N+](=O)[O-])c2[nH]c1=O | 0%
Cc1ccc(C2CC(=O)Oc3cc(C)c(Cl)c(C)c32)cc1 (stereo unspecified) | -20%[88.6 µM]
CCCC(C)(C)C(=O)Nc1ccc(Cl)cc1 | 0%
O=C(COc1ccc(Br)cc1Br)Nc1ccc(S(=O)(=O)Nc2ncccn2)cc1 | -28%
Cc1cc(C)n(-c2nc(SCC(=O)NCC3CCCO3)c3c4c(sc3n2)CCCC4)n1 (stereo unspecified) | -3%
Cc1ccc(C(=O)CCC(=O)O)cc1 | 1%
Cc1ccc(-c2c(=O)n(OCc3ccccn3)c3ccccc3[n+]2[O-])cc1 | -14%
COCC(=O)Nc1c(I)c(C(=O)NC[C@@H](O)CO)c(I)c(C(=O)N(C)C[C@@H](O)CO)c1I | 0%[21.4 µM]
COc1ccc(/C=C2\CCCc3c2nc2ccccc2c3C(=O)O)cc1OC | -25%
CC(C)(C)c1ccc(-c2nc(O)c(CC(=O)O)s2)cc1 | -4%
Cc1ccc2c(=O)n3c(nc2c1)C(CC(C)C)NC(=O)c1ccc(Cl)cc1-3 (stereo unspecified) | -2%
Cc1nc(N2CCN(C(c3ccccc3)c3ccccc3)CC2)nc2c1C(=O)CCC2 | -1%
COc1ccc(N2CCn3c2nc2c3c(=O)n(CCN3CCOCC3)c(=O)n2C)cc1 | -11%
CC1(C)NC(=O)N(CCCCOc2ccccc2[N+](=O)[O-])C1=O | -1%
Nc1nc(CC(=O)CSc2ccc(Cl)cc2)nc(Nc2ccc(F)cc2)n1 | -5%
CCOC(=O)C1CCN(CC(=O)Nc2c(C(=O)OC)[nH]c3ccccc23)CC1 | -1%
Cc1csc(CNc2ncnc3ccc(-c4ccc5c(ccn5C)c4)cc23)c1 | -9%
C#Cc1ccc([C@@H]2C=C(C(=O)N3CCN(Cc4ccccc4)CC3)O[C@H](OCCCCO)C2)cc1 | -4%
c1ccc(COC[C@H]2CO2)cc1 | 13%
O=C(N/N=C1/CCCc2ccccc21)c1cc([N+](=O)[O-])cc([N+](=O)[O-])c1 | -8%
O=S(=O)(c1cccc2ccccc12)N1CCN(c2ccc(Cl)c(Cl)c2)CC1 | -17%
CC(C)CN1C(=O)/C(=C/c2c(N3CCc4ccccc4C3)nc3ccccn3c2=O)SC1=S | 1%
CCc1ccc2c(c1)N(C[C@H](C)CN(C)C)c1ccccc1S2 | 7%
Cc1ccc(C)c(N(C)C(=O)c2cc3c(s2)-c2ccccc2OC3)c1 | -18%
CC(=O)NC(c1ccco1)c1cc(Cl)c2cccnc2c1O (stereo unspecified) | 0%
Cc1cccc(C2=N[C@@H](CC(C)C)CO2)c1 | -26%[135 µM]
C=C1CC[C@H](O)C/C1=C/C=C1\CCC[C@]2(C)[C@@H]([C@H](C)CC[C@@H](O)C(C)(C)O)CC[C@@H]12 | -11%
COC(=O)c1ccc(C(=O)OC)c(N)c1 | 1%

# Other compounds.
canonical_smiles | KAT2A inh
COc1ccc(C2CC(c3ccc(C)cc3)=NN2C(=O)CCC(=O)O)cc1OC (stereo unspecified) | -1%
CS(=O)(=O)c1ccc([C@H](O)[C@H](CO)NC(=O)C(Cl)Cl)cc1 | -12%[21.4 µM]
c1ccc([C@@H]2CN3CCSC3=N2)cc1 | 7%[21.4 µM]
COC(=O)C1=C(C)NC(=O)C1(NC(=O)c1ccccc1C)C(F)(F)F (stereo unspecified) | -4%
CN(C)c1ncc(/C=C2/C(=O)NC(=S)N(C3CCCCC3)C2=O)cn1 | -1%
COC(=O)c1cc(NC(=O)/C=C/c2ccccc2)ccc1O | 2%
COC(=O)c1ccc(C2c3c(oc4cc(C)c(C)cc4c3=O)C(=O)N2CCCN(C)C)cc1 (stereo unspecified) | 0%
Cc1ccc(CNCc2ccccc2Cl)s1 | -2%
Cc1ccc(-c2c(C)n3c4c(=O)n(C)c(=O)n(C)c4nc3n2-c2cccc(O)c2)cc1 | -4%
COCC(=O)Nc1ccc(S(=O)(=O)Nc2ncccn2)cc1 | 0%
NS(=O)(=O)c1ccc(CCNC(=O)CCCCCNc2nc(=S)[nH]c3ccccc23)cc1 | -2%
NN=C1c2cc([N+](=O)[O-])ccc2-c2ccc([N+](=O)[O-])cc21 | 2%
c1cnc(N2CCN(c3ncnc4c3oc3ccccc34)CC2)nc1 | 0%
COC(=O)c1ccccc1NC(=O)CN1C(=O)COc2ccccc21 | 1%
Cc1ccc(-n2c(-c3ccccc3)cc(/C=N/NC(=O)CC#N)c2-c2ccccc2)cc1 | -12%
O=C(C1CCN(c2ncnc3c2sc2cccc(F)c23)CC1)N1CCCC1 | -9%
CC(C)c1ccccc1NC(=O)c1ccc(CN(c2ccccc2)S(=O)(=O)c2ccccc2)cc1 | -1%
O=C1OC2(CCCCC2)CC2=C1C1O[C@](CCCCN3C(=O)c4ccccc4C3=O)(Cc3ccccc31)O2 | -3%[12.7 µM]
Cc1ccc(C(=O)N2CCN(c3ncnc4c(-c5ccccc5)nsc34)CC2)cc1 | -4%
O=S(=O)(c1ccc2c(c1)OCCO2)N1CCN(S(=O)(=O)c2ccco2)CC1 | -5%
COc1ccc(CNc2nc(-c3ccccc3)nn2S(=O)(=O)c2ccccc2)cc1 | -6%
c1ccc(Oc2nc(NC3CCCCC3)c3[nH]cnc3n2)cc1 | 10%
CCOc1ccc(NC(=S)N2CCn3c(nc4ccccc43)C2)cc1 | -17%
Cc1cc(NC(=O)CN2CCN(Cc3ccccc3)CC2)nc2c1c(=O)oc1ccccc12 | 2%
COc1ccccc1N1CCN(C(=O)Cn2ncc3ccsc3c2=O)CC1 | -1%
CC1=C(C(=O)Nc2ccccc2)C(c2ccco2)C(C#N)=C(SCc2ccccc2)N1 (stereo unspecified) | -7%
Cn1c(SCC(=O)NNC(=S)Nc2ccccc2)nnc1-c1ccncc1 | 8%
Cc1ccccc1OCCOc1ccccc1C=C(C#N)C#N | -6%
O=C(NCc1ccc(/C=c2\sc3n(c2=O)CCN=3)o1)C(=O)Nc1ccccc1 | -14%
Cc1cc2c(cc1Cl)C(c1ccc3c(c1)OCO3)CC(=O)O2 (stereo unspecified) | -8%[88.6 µM]
Cc1cccc(CNc2ncnc3ccc(-c4cccc(C)c4)cc23)c1 | -4%
CC(C)N(Cc1nnc(-c2ccccc2Cl)o1)C(=O)c1cccc(C#N)c1 | -5%
CC1=C(C(N)=O)C(c2cccc(Br)c2)n2nc(SCc3ccccc3Cl)nc2N1 (stereo unspecified) | 0%
C=C[C@@]1(C)CC(=O)[C@]2(O)[C@@]3(C)[C@H](O)CCC(C)(C)[C@@H]3[C@H](O)[C@H](OC(C)=O)[C@@]2(C)O1 | -9%
Cn1nnnc1Sc1ncnc2scc(Br)c12 | 1%
Cc1nc2ccccc2c2oc(C(=O)N3CCc4ccccc43)cc12 | -6%
Cc1cc(O)c2c(c1)OC1(C)CCC3C(C)(C)CCCC34COC2C14 (stereo unspecified) | -16%
COC(=O)c1ccccc1NC(=O)c1c(O)c2cccc3c2n(c1=O)CCC3 | 15%
O=C(CC1NCCC[C@H]1O)Cn1cnc2cc(Br)c(Cl)cc2c1=O (stereo partly specified) | -6%
COC(=O)c1c(N2C(=O)[C@H]3[C@@H](C2=O)[C@]2(C(=O)Nc4ccccc42)N2CCC[C@@H]32)sc(C)c1C | -9%
COc1ccc(C(=O)N(C)Cc2ccccc2)cc1Br | 8%
NC(CSSCC(N)C(=O)O)C(=O)O (stereo unspecified) | -10%&-11%
Cc1nc(SCc2nc3ccccc3[nH]2)c2oc3cc([N+](=O)[O-])ccc3c2n1 | -4%
c1ccc2c(c1)SCc1c-2[nH]c2ccccc12 | 22µM*
CN(C)C1CCN(CCCOc2ccc(-c3ccc(C#N)cc3)cc2)C1 (stereo unspecified) | 3%&-12%
CN(C)CC#CCCCCCCC#CCN(C)C | -8%[0.501 µM]
c1ccc(-c2nc(-c3cccnc3)n[nH]2)cc1 | -24%
Cc1cc(C)c(S(=O)(=O)N2CCN(CCN3C(=O)c4cccc5cccc(c45)C3=O)CC2)cc1[N+](=O)[O-] | -4%
Cc1ccc(C)c(N2CCN(C(=O)CN3C(=O)COc4ccc(S(=O)(=O)N5CCC(C)CC5)cc43)CC2)c1 | -1%
Cc1ccc2nc(NC3=NCN(CCc4ccccc4)CN3)nc(C)c2c1 | -3%
O=C(NNS(=O)(=O)c1c(F)cc(F)c(Cl)c1F)C12CC3CC(CC(C3)C1)C2 | -2%
C/C(=C1/C(=O)N(c2ccc([N+](=O)[O-])cc2)N=C1c1ccccc1)N(C)C | -5%
CC(C)N1CCC2(CC1)C(C#N)=C(N)NC(S)=C2C#N | -5%
CCOc1ccc(OCC)c(NC(=O)CN(C)S(=O)(=O)c2ccc3c(c2)CCCC(=O)N3)c1 | 19%
O=C1CSC(c2ccccc2)N1c1nnc(C23CC4CC(CC(C4)C2)C3)s1 (stereo unspecified) | -5%
Cc1ccc(-c2nc(C)c(CCNC(=O)C(=O)Nc3ccc4c(c3)OCO4)s2)cc1 | 1%
CCN1CCc2c(OCC(=O)N3CCc4ccccc43)cccc2C1=O | -6%
COc1cccc(NC(=O)Nc2cc(-c3cn4cccnc4n3)ccc2C)c1 | -24%
